12-LOX inh: Primary qHTS assay for inhibitors of human arachidonate 12S-lipoxygenase (ALOX12): Round 2. Potency, µM (top dose mostly 108 µM), for the others: at the highest dose activity change, negative = inhibition, hits mostly inhibitors. AID 1671190, 2021. purified 12hLO, xylenol orange hydroperoxide absorbance. actives 1.1% (n = 580,000); also: potency is read from the fitted curve at half-maximal effect; % is scaled to controls: 0 for no effect and ±100 for the full control effect
Target sequence (P18054 whole entry, looked up): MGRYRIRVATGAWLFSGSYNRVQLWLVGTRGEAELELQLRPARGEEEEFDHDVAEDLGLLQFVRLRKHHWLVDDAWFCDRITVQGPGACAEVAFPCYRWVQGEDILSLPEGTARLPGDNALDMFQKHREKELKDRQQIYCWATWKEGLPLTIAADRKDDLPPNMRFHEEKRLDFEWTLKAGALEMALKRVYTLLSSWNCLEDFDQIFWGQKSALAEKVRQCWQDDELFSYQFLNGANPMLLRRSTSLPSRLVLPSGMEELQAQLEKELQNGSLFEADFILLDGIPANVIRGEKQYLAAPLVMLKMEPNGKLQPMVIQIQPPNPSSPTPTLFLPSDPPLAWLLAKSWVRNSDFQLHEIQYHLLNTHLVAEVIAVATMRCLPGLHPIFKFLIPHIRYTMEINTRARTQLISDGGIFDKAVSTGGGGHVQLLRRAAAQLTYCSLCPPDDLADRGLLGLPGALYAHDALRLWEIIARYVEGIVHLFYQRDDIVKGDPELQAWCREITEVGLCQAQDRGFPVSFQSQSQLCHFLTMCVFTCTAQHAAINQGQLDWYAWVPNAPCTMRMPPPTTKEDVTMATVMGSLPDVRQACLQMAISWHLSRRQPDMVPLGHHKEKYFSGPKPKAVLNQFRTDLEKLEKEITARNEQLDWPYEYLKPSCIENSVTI
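Hydroperoxide product was detected by ferrous iron/xylenol orange as the 573 to 405 nm absorbance ratio. Arachidonic acid at 40 uM (final) was turned over for 30 min at room temperature by 150 nM human 12hLO, pH 7.0 Hepes buffer, after 15 min compound preincubation.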
POLK inh: qHTS for Inhibitors of Polymerase Kappa; AID 588579, 2011; purified Pol kappa, fluorescent DNA synthesis assay, 10 min; Potency, µM (top dose mostly 107 µM), for inactives: at the highest dose activity, negative = inhibition, most hits filed as inhibitors; actives 0.53% (n = 400,000); DNA polymerase kappa (Homo sapiens), Q9UBT6; also: potency is read from the fitted curve at half-maximal effect; % is scaled to controls: 0 for no effect and ±100 for the full control effect
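50 nM final substrate added after 15 min RT preincubation of 10 nM Pol kappa with compound; fluorescence read at 0 and 10 min.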
BLM inh: qHTS Assay for Inhibitors of Bloom's syndrome helicase (BLM); recombinant BLM DNA unwinding, fluorescence dequenching; actives 0.2% (n = 350,000); RecQ-like DNA helicase BLM (Homo sapiens), P54132; Potency, µM (doses to about 56.1 µM), for the others: at the highest dose activity change, negative = inhibition, most hits filed as inhibitors;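 also: potency is read from the fitted curve at half-maximal effect; plate controls were vehicle for no effect and no enzyme for full effect; nearly all actives have a fitted effect of over 35% in size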
Anesthetic bind: qHTS Assay for Identification of Novel General Anesthetics. apoferritin/1-aminoanthracene competitive binding, fluorescence. Potency, µM (top dose mostly 77.5 µM), inactives show top-dose activity change, negative = displacement, usual class: inhibitors. Ferritin light chain (Equus caballus), P02791. AID 485281, 2010. actives 0.074% (n = 350,000); also: potency is read from the fitted curve at half-maximal effect; % is scaled to controls: 0 for no effect and ±100 for the full control effect; nearly all actives have a fitted effect of over 20% in size
Target sequence (P02791 2-175 limits assumed): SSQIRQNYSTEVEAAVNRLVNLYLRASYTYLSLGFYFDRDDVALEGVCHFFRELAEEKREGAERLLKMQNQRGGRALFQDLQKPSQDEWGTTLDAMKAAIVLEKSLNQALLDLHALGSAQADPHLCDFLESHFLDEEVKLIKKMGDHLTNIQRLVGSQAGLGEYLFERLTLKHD
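Read-out: endpoint 1-AMA fluorescence, excitation 380 nm and emission 535 nm, after compounds sit 10 min at room temperature with 10 uM horse-spleen apoferritin in 50% saturated 1-AMA/PBS. Values come from four-parameter Hill fits.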
Pol beta inh: qHTS Assay for Inhibitors of DNA Polymerase Beta; P06746; Pol beta primer extension/strand displacement, fluorescence kinetic; Potency, µM (titrated, usually from 114 µM), without a hit: at the highest dose activity change, negative = inhibition, usual class: inhibitors; actives 1.3% (n = 340,000); also: potency is read from the fitted curve at half-maximal effect; % is scaled to controls: 0 for no effect and ±100 for the full control effect
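Enzyme-only controls used 10 nM Pol beta; buffer lacking enzyme served as negative control. Compound preincubated 15 min, then 50 nM substrate added; 0 and 10 min reads at room temperature.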
ERG Ets-DNA blk: qHTS for Small Molecule Inhibitors of the ERG Ets/DNA interaction. Transcriptional regulator ERG (Homo sapiens), P11308. fluorescence polarization, His-ERG Ets domain / labelled DNA. Potency, µM (top dose mostly 76.9 µM), for the others: top-dose FP activity, negative = inhibition, usual class: inhibitors. actives 0.028% (n = 370,000); active = well fitted inhibition curve with a large enough effect in the polarisation, with a control signal flat; inconclusive = small, poorly fitted or top-dose-only effect, or effect the other way, or a change in a side signal; inactive = no such curve, though single readings can be large or run the other way; the % refers to the polarisation;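 also: polarization taken with two DNA probes labelled with fluorescein and Texas red; potency is read from the fitted curve at half-maximal effect; % of control where 0% means no effect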
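His-tagged ERG Ets domain (1 uM in the protein solution; 300mM KCl, 50mM Tris-HCl, 1mM EDTA, 1mM DTT, pH 7.5) received compound, then a probe mix of 5 nM fluorescein-DNA and 100nM Texas-615-DNA. Fluorescence polarization was read for both dyes.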
TRHR ag: qHTS for Small Molecule Agonists and Allosteric Enhancers of Human TRH Receptor: Primary Screen for Agonists; TRHR cells, calcium flux fluo-8, FDSS agonist mode; activation, % at 2 µM; actives 0.18% (n = 360,000); AID 493084, 2011; in the data active = activation above about 30%; also: 0% is about no effect
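Agonist-mode FDSS calcium read (Ex 480/Em 530, 1 s cycles) in 1536-well TRHR cells with fluo-8 dye, after 10-cycle baseline and 23 nL compound addition; TRH at EC20 (10 nM final) added afterwards for the enhancer phase.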
Pol iota inh: qHTS for Inhibitors of Polymerase Iota; DNA polymerase iota (Homo sapiens), Q9UNA4; Pol iota fluorescent replication assay, 10 min; Potency, µM (series often up to 115 µM), for inactives: at the top dose activity, negative = inhibition, most hits filed as inhibitors; actives 1% (n = 390,000); AID 588590, 2011; also: potency is read from the fitted curve at half-maximal effect
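Fluorescent replication assay read twice, at 0 min and 10 min after adding 50 nM (final) substrate. Enzyme (10 nM) and compounds were first incubated 15 min at room temperature; enzyme-free buffer wells were negative controls.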
APEX1 inh: qHTS Assay for Inhibitors of the Human Apurinic/apyrimidinic Endonuclease 1 (APE1) | actives 0.35% (n = 350,000) | DNA repair nuclease/redox regulator APEX1 (Homo sapiens), P27695 | recombinant APE1, TAMRA/BHQ-2 abasic DNA cleavage fluorescence | Potency, µM (titrated, usually from 65.8 µM), inactives show at the highest dose activity change, negative = inhibition, actives largely listed as inhibitors;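 also: potency is read from the fitted curve at half-maximal effect; plate controls were vehicle for no effect and reference inhibitor for full effect; nearly all actives have a fitted effect of over 55% in size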
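Step 1: APE1 (0.75 nM) with compound, 15 min RT. Step 2: add 50 nM fluorophore/quencher THF duplex. Step 3: three fluorescence reads 60 s apart (525/598 nm); read 3 minus read 1 = reaction progress.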
Starred values were filed as active, the others as inactive; ? = inconclusive; / = no result given; & = joins results of further samples; [ ] = remark or other dose. Unless noted, calls follow the shape of the dose curve; as a rule, active = well fitted curve in the direction sought with a large enough effect; inconclusive = small, poorly fitted or top-dose-only effect, or another doubt; inactive = no such curve, though single readings can be large; an effect the other way counts as inactive or inconclusive. This is a subset (hit frequency here may not be typical).

12-LOX inh | POLK inh | BLM inh | Anesthetic bind | Pol beta inh | ERG Ets-DNA blk | TRHR ag | Pol iota inh | APEX1 inh | compound
-16% | -9% | 1% | ? | 10% | 10% | -0.9 | 8% | 3% | Cc1cccc(C(=O)c2cccc(C)c2)c1
-10% | -6% | 3% | -3% | 40% | 3% | 0.3 | 52%[activator] | 1% | CCOC(=O)c1c(NC(=O)C(C)Sc2nnc(C)c(=O)[nH]2)sc2c1CCCC2 (configuration not stated)
-6% | -6% | 1% | -6% | 3% | -9% | -0.2 | 0% | 1% | O=C(Nc1ncc2c(n1)CC(c1ccco1)CC2=O)c1ccccc1 (configuration not stated)
-23% | -2% | -7% | -10% | -25% | 1% | 0.2 | 26% | / | COc1ccc(OC)c(C2CC(=O)c3c([nH]c(C(=O)OC4CCC(C)CC4)c3C)C2)c1 (configuration not stated)
21% | -13% | -8% | 3% | 2% | 5% | -0.3 | 15% | -7% | COc1cc(/C=N/NC(=O)c2ccc(N(C)S(=O)(=O)c3ccccc3)cc2)cc(OC)c1OC
51%[activator] | 2% | -5% | -1% | 7% | -2% | -0.1 | -3% | 13% | CCCCCSc1nc2c(cnn2-c2ccc(F)cc2)c(=O)[nH]1
? | 9% | / | / | / | -1% | / | 46%[activator] | / | CN1C(=O)c2ccccc2C(O)c2ccccc21 (configuration not stated)
6% | -14% | -2% | 5% | 20% | 112%[activator] | -0.6 | -8% | 45% | Cc1ccccc1C(=O)Nc1ccccc1C(=O)N1CCC(C)CC1
? | -12% | -7% | 1% | 31% | 6% | 0.2 | 12% | / | Cc1cccc(N2CCN(C(=O)Cn3c(-c4cccs4)cc4ccccc43)CC2)c1C
24% | -13% | -1%&5% | 5%&7% | 1%&21% | 2% | -0.3&0.1 | 11% | -6%&13% | Cc1cc(=O)oc2cc(OS(C)(=O)=O)ccc12
5% | -3% | -2% | -2% | 12% | -12% | -0.8 | 21% | -1% | COc1ccc(-c2nc(CS(=O)CC(=O)NC(C)CCc3ccccc3)c(C)o2)cc1OC (configuration not stated)
-16% | -16% | -7% | -1% | 18% | / | -0.5 | -10% | 12% | Cc1cc(C)c(C(=O)/C=C/c2cccc3ccccc23)c(=O)[nH]1
? | -8% | -19% | 1% | -27% | -12% | 0.5 | -5% | 0% | COCCNC(=S)N1CCc2cc(OC)c(OC)cc2C1COc1cc(C)cc(C)c1 (configuration not stated)
1% | -3%[60.1 µM] | 1% | -11% | 13% | / | -0.1 | 19% | 20% | CCN1CCCC1CNC(=O)C(=O)Nc1ccc(OC)cc1 (configuration not stated)
2% | -3% | 0% | -5% | 11% | / | -0.2 | -2% | -3% | CCC1Oc2ccccc2N(CC(=O)NCCN2C(C)CCCC2C)C1=O (configuration not stated)
0% | -13% | 0% | -3% | -10% | -10% | 0.6 | -7% | 0% | COc1ccc(-n2c(CSc3nc(C)cc(C)n3)nnc2SCC(=O)Nc2nccs2)cc1
-17% | -7% | -3% | -8% | -9% | 8% | -0.8 | 24% | 2% | CN(c1ccccc1C(=O)Nc1cccc([N+](=O)[O-])c1)S(=O)(=O)c1ccccc1
-13% | -12% | -11% | 59%[activator] | 9% | 12% | -0.9 | -6% | / | CCc1cccc(-n2c(=O)c3cccnc3n2CC(=O)Nc2ccc(OC)c(Cl)c2)c1
8% | -6% | -5% | -6% | 8% | 6% | -0.9 | -1% | 2% | Cn1nc(-c2ccc(Cl)cc2)c2cc(C(=O)NC3CC3)sc21
-24% | -6% | / | / | / | 8% | / | 4% | 0% | CC(C)(C)OC(=O)C[C@@H]1C/C=C\C[C@@H](CC(=O)NCCO)C(=O)N[C@H](Cc2ccccc2)COC1=O
-7% | 5% | -3% | -2% | 43% | 2% | 1.2 | 12% | -8% | O=C(O)C1CCN(S(=O)(=O)c2cccc3nonc23)CC1
0% | -3% | 1% | -5% | 6% | 8% | -0.1 | 30%[activator] | -7% | COc1c2occc2c(OC(C)=O)c2c(=O)cc(C)oc12
0% | -12% | -8% | ? | -1% | 1% | 11 | -10% | -3% | Cc1ccc(SCC(=O)c2cc(C)c(OC(=S)N(C)C)c(C)c2)cc1
-2% | 4% | / | / | / | 11% | / | -7% | / | Cc1cc(=O)n2[nH]c(Nc3cccc(Cl)c3)nc2n1
-21% | -4% | -3% | ? | 3% | 1% | -1.0 | 14% | 0% | COc1ccc(N2CCN(C(=O)NC34CC5CC(CC(C5)C3)C4)CC2)cc1

Next section (4 carried over from the part before).
12-LOX inh | POLK inh | BLM inh | Anesthetic bind | Pol beta inh | ERG Ets-DNA blk | TRHR ag | Pol iota inh | APEX1 inh | compound
0% | -3% | 1% | -5% | 6% | 8% | -0.1 | 30%[activator] | -7% | COc1c2occc2c(OC(C)=O)c2c(=O)cc(C)oc12
0% | -12% | -8% | ? | -1% | 1% | 11 | -10% | -3% | Cc1ccc(SCC(=O)c2cc(C)c(OC(=S)N(C)C)c(C)c2)cc1
-2% | 4% | / | / | / | 11% | / | -7% | / | Cc1cc(=O)n2[nH]c(Nc3cccc(Cl)c3)nc2n1
-21% | -4% | -3% | ? | 3% | 1% | -1.0 | 14% | 0% | COc1ccc(N2CCN(C(=O)NC34CC5CC(CC(C5)C3)C4)CC2)cc1
? | -24% | / | / | / | 26% | / | 13% | / | COc1ccc(COCC(O)CN2CCN(S(=O)(=O)c3c(F)cccc3F)CC2)cc1OC (configuration not stated)
0% | -12% | -9% | -5% | 5% | 3% | -0.1 | ? | -1% | Cc1ccc(S(=O)(=O)Nc2nc3ccccc3nc2N2CCc3ccccc3C2)cc1
-7% | -13% | / | / | / | 5% | / | 14% | 7% | Cc1cc(NC(=O)CN2C(=O)NC(C)(c3ccc(Cl)cc3Cl)C2=O)no1 (configuration not stated)
-27% | -2%[60.1 µM] | 1% | -9% | 0% | -1% | -0.2 | ? | / | O=C(NCc1ccc(Cl)cc1)C(=O)NCC(c1ccc2c(c1)OCO2)N1CCOCC1 (configuration not stated)
-3% | 11% | -1% | -4% | 6% | 3% | 0.8 | 27% | / | CCc1cccc(NCc2ccccc2-c2nnc(-c3ccccc3Cl)o2)c1
0% | -2% | 2% | -9% | 40% | 6% | 1.0 | 15% | -5% | CCN1CCN(C(=O)c2ccc(N3CC4CC(C3)c3cccc(=O)n3C4)c(NC(=O)c3cc(OC)cc(OC)c3)c2)CC1 (configuration not stated)
21% | -14% | / | / | / | 1% | 0.7 | ? | 13% | Cc1noc(C)c1COc1ccc(C(=O)NCCOc2ccccc2)cc1
? | -7%[60.1 µM] | -6% | -7% | 0% | -1% | 0.3 | 4% | / | COc1ccc(NC(=O)Cn2c(-c3ccc(F)cc3)cc(C(C)=O)c2C)c(OC)c1
-22% | -3% | -15% | 61%[activator] | -1% | 3% | 9.3 | 7% | -4% | Cc1ccc(S(=O)(=O)N(CC(=O)NCCC2=CCCCC2)Cc2ccccc2)cc1
-1% | -11% | / | / | / | -5% | -0.4 | 8% | 4% | CCOc1ccccc1NC(=O)COC(=O)C12CC3CC(CC(O)(C3)C1)C2
-16% | 2% | -4% | ? | ? | -6% | -0.1 | 21% | / | COc1ccc(OCCn2nnc3sc4c(c3c2=O)CCC(C(C)(C)C)C4)cc1 (configuration not stated)
0% | -14% | ? | -10% | 40µM* | 3% | 0.1 | ? | 7.5µM* | Cc1ccc(NC(=O)CN2C(=O)S/C(=C\c3cc(Cl)c(OCC(=O)O)c(Cl)c3)C2=O)cc1
-10% | -13% | -2% | -1% | 10% | -8% | 0.1 | 0% | -11% | Cc1ccc(S(=O)(=O)NC(=O)COc2ccc(Cl)cc2Cl)cc1
-16% | 1% | -4% | -15% | ? | 7% | -0.5 | 29% | 9% | O=C1NC(CCc2ccccc2)C(=O)N1CCOc1cccc(Br)c1 (configuration not stated)
0% | -11% | 0% | -4% | ? | -2% | 0.1 | -1% | 3% | O=C(Nc1ccccc1N1CCN(C(=O)c2ccc(Cl)cc2)CC1)c1ccc2c(c1)OCO2
? | 4% | -11% | -15% | 17% | 11% | 0.1 | 17% | -5% | N#CCC(=O)c1ccccc1Oc1ccc(Cl)cc1
-1% | -9%[60.1 µM] | 3% | -8% | 1% | -2% | -0.8 | -10% | -5% | O=C1O/C(=C\c2ccccc2)c2ccccc21
385%[activator] | -22% | / | / | / | 7% | / | 14% | -9% | CCOC(=O)c1c(C)[nH]c(C)c1C(=O)COC(=O)CCc1ccccc1
-10% | -26% | / | / | / | -5% | / | 18% | -18% | CN(Cc1ccc(F)cc1)C(=O)CN1C(=O)c2ccccc2S1(=O)=O
-11% | 1% | / | / | / | 2% | -0.1 | 31%[activator] | 8% | CCc1noc(C)c1C(=O)NCCc1ccccc1
-83% | -7% | -5% | -10% | 2% | -7% | 0.7 | 7% | 3% | S=C(Nc1ccc(Oc2ccccc2)cc1)Nc1cccnc1

Screening data from PubChem.
